Source: PubChem BioAssay
KCNQ2 block = KCNQ2 channel blockers in CHO-K1 cells – cell-based, FluxOR thallium flux, B-score, primary screen (AID 2156). O88943. 20 min; stronger effect = lower value. B-score at 10 µM. hit rate 1.1% among 310,000;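 active = fluorescence ratio B-score at most minus 3 library SDs, with starting brightness B-score within 2 library SDs, cut at about -5.5 in these data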
Kir21 block = blocks the mouse Kir2.1 inward-rectifier potassium channel; P35561; HEK293-Kir2.1, FluxOR thallium flux fluorescence; stronger effect = lower value; B-score at 10 µM; hit rate 0.85% among 310,000;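 active = fluorescence ratio B-score at or below minus 3 SD of library scores, with starting-brightness B-score within 2 SD, cut at about -4.2 in these data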;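 note: channel flux triggered by added potassium and thallium sulfate stimulus; B-score of peak minus minimum fluorescence over baseline after thallium stimulus; more negative B-score means stronger Kir2.1 block with less thallium influx; some compounds called inactive have numbers as strong as hits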
Target sequence (P35561 whole entry, looked up): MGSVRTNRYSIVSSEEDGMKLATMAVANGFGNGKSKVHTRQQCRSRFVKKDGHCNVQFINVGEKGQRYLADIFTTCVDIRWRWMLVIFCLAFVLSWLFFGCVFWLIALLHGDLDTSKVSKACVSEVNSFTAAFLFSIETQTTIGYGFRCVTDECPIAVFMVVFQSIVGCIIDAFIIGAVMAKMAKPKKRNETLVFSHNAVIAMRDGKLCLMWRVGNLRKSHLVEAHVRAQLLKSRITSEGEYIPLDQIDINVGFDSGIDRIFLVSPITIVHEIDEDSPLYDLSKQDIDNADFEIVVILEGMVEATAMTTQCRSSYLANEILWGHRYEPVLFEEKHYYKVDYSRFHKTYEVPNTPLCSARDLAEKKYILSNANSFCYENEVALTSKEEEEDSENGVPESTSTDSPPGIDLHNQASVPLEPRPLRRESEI
STK33 inh = inhibitors of human STK33 kinase | hit rate 0.073% among 320,000 | Q9BYT3 | inhibition, % at 10 µM | purified STK33, MBP phosphorylation, ADP-Glo luminescence;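 active = inhibition at or above 25%, using the most active replicate where run in duplicate; inactive = inhibition below 25%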
Target sequence (Q9BYT3 whole entry, looked up): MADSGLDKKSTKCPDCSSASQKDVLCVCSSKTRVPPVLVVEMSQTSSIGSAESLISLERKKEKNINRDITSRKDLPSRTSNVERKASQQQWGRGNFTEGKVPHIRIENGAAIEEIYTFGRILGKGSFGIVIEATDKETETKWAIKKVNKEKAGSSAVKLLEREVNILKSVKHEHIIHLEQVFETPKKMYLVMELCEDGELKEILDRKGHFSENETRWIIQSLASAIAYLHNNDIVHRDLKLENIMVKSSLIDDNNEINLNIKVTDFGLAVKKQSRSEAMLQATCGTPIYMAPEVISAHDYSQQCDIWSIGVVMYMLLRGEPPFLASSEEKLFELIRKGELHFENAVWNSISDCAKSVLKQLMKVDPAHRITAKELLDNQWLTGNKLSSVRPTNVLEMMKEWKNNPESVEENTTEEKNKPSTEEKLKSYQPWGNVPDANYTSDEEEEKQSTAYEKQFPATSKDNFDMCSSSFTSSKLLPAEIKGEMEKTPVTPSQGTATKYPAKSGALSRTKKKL
* marks the source's active call; other numbers are inactive results; i = inactive; x = no result given.

KCNQ2 block	Kir21 block	STK33 inh	compound
i	0.27	-0.3	O=C(Nc1ncc([N+](=O)[O-])s1)C1COc2ccccc2O1 (configuration not stated)
i	0.86	-0.2	COc1ccc(-c2c3c(=O)n(C)c(=O)n(C)c3cn2-c2cc(OC)ccc2OC)cc1
i	0.03	0.2	O=C(CSc1n[nH]c(-c2ccccc2)n1)Nc1ccccc1O
i	0.82	-2.2	COC(=O)Cc1ccc(NC(=S)NCc2ccc(Cl)cc2)cc1
i	0.18	0.3	CC1(c2ccccc2Cl)NC(=O)N(CC(=O)c2ccc3c(c2)OCO3)C1=O (configuration not stated)
i	0.36	-2.7	COc1ccc(CCCc2nnc(SCC(=O)Nc3ncc(C)s3)o2)cc1
i	0.56	1.1	COc1cccc(COCC(O)Cn2cnc3cc(C)c(C)cc32)c1 (configuration not stated)
i	3.1	-2.4	Cc1cc(-c2ccco2)n(CC(=O)NCCCc2ccccc2)n1
i	-0.11	0.5	COCCn1c(SCC(=O)N2CCCCCC2)nc2c(c1=O)SCC2
i	-0.01	2.0	NC(=O)c1nnsc1Sc1c(C(N)=O)nnn1-c1cccc(N)c1
i	-1.6	-1.7	CC(C)c1nc(SCC(=O)N2CCOCC2)c2c(=O)n(C)c(=O)n(C)c2n1
i	2	-1.0	O=C(c1ccc(COc2ccc(Cl)cc2)cc1)N1CCCCC1
i	0.63	-2.6	CC1CCCCN1C(=O)COC(=O)c1cc([N+](=O)[O-])ccc1N (configuration not stated)
i	-1.5	-1.3	COc1ccc(-n2c(C)c3c(OC)cccc(=O)c3c2C)cc1
i	-1.9	-1.0	O=C(COC(=O)Cn1cnc2ccccc21)NCCc1ccc(Cl)cc1
i	-0.72	0.6	Cc1ccccc1NC(=O)Cn1c(NCC(C)O)nc2ccccc21 (configuration not stated)
i	-1.5	x	Cc1cccc(NC(=O)COC(=O)c2cccc3c2C(=O)c2ccccc2C3=O)c1C
i	0.09	-2.4	O=C(COC(=O)C12CC3CC(CC(C3)C1)C2)Nc1nccs1
-6.2*	-1.4	1.4	CCC1(C)Cc2ccccc2-c2c1c(=O)n(Cc1ccccc1)c1nnnn21 (configuration not stated)
i	1.4	0.9	CC(C)[C@H](NC(=O)N1CCn2c1nc1ccccc12)C(=O)N[C@H](C(=O)O)c1ccccc1
i	-0.12	0.7	Cc1cc(-c2nnc(SCC(=O)Nc3ccccc3C(F)(F)F)o2)c(C)n1-c1ccccc1
i	-0.4	-1.1	Cc1cc(Nc2ccccc2O)c2ccccc2n1
i	0.02	1.1	Cc1ccc(CNC(=O)[C@H](C)[C@H]2C[C@]2(C)[C@H](NC(=O)OCc2ccccc2)c2ccccc2)o1
i	1.6	0.4	O=Cc1c(-[n+]2ccccc2)nc([O-])n1-c1ccccc1
i	-0.73	0.0	COCCn1nnnc1C(c1ccccc1)N1CCN(C)CC1 (configuration not stated)
i	-1.2	-1.3	C=CCOC(=O)C1=C(C)OC(N)=C(C#N)C1c1ccc2c(c1)OCO2 (configuration not stated)
i	-1.9	1.1	COc1cccc(CNS(=O)(=O)c2ccc3c(c2)CC(C)N3C(C)=O)c1 (configuration not stated)
i	-1.2	-0.7	O=C(Nc1ccc2c(c1)CCCN2C(=O)c1cccs1)c1c(F)cccc1F
i	-0.15	-1.1	CCOc1ccc(NS(=O)(=O)c2ccc3c(c2)N(C(C)=O)CCO3)cc1
i	0.24	-1.8	CCOc1ccccc1NC(=O)C(=O)N/N=C/c1ccc([N+](=O)[O-])cc1

One compound at a time, from the list above:
`COC(=O)Cc1ccc(NC(=S)NCc2ccc(Cl)cc2)cc1` reads KCNQ2 block = i; Kir21 block = 0.82; STK33 inh = -2.2
`COc1cccc(COCC(O)Cn2cnc3cc(C)c(C)cc32)c1` (configuration not stated) reads KCNQ2 block = i; Kir21 block = 0.56; STK33 inh = 1.1
`COc1ccc(-n2c(C)c3c(OC)cccc(=O)c3c2C)cc1` reads KCNQ2 block = i; Kir21 block = -1.5; STK33 inh = -1.3

The results go on:
KCNQ2 block	Kir21 block	STK33 inh	compound
i	0.02	-1.1	Oc1ccc(Cl)cc1CNn1cnnc1
i	0.29	0.1	O=C1c2ccccc2C(=O)N1CCSc1n[nH]c(=S)s1
i	0.73	-1.2	CCN(CC)S(=O)(=O)c1ccc(C(=O)Nc2ncn(Cc3ccccc3)n2)cc1
i	-4	-0.4	O=c1c2c3c(sc2n2cnnc2n1Cc1ccccc1)CN(Cc1ccccc1)CC3
i	0.03	0.6	CC1(C)Cc2c(cnn2-c2ccccc2)-c2c1c1ccccc1n2CC(O)CCl (configuration not stated)
i	0.81	0.3	COc1ccc2cc(C3c4cc(OC)c(OC)cc4CCN3C(=O)c3ccco3)c(=O)[nH]c2c1 (configuration not stated)
i	1.4	0.1	c1ccc2c(N3CCOCC3)nc(N3CCOCC3)nc2c1
i	-0.16	1.7	CCCCNC(=S)Nc1cccc2cnccc12
i	2.7	-0.8	COc1ccc(NC(=O)C2CCN(C(=O)Cc3ccccc3)CC2)c(OC)c1
i	-0.02	-1.2	COc1ccc(OC)c(CN2CCN(CCc3ccccc3)C(CCO)C2)c1 (configuration not stated)
i	0.08	-2.1	O=c1cc(CSc2ccc(Cl)cc2)nc(-c2ccccn2)[nH]1
i	0.19	-1.1	S=C(Nc1ccccc1)c1ccccn1
i	0.28	-0.3	CC1CN(C(=O)c2ccc3c(c2)OCO3)OC(c2ccccc2)O1 (configuration not stated)
i	-0.95	-0.9	CCn1cc(C(=O)NCCCN(C)c2ccccc2)c(=O)c2cc(S(=O)(=O)N(C)C)ccc21
i	-1.5	-0.3	Cc1nc(-c2c(-c3ccc(O)cc3O)noc2C(F)(F)F)cs1

Random excerpt: 2 entries already listed
KCNQ2 block	Kir21 block	STK33 inh	compound
i	0.03	0.6	CC1(C)Cc2c(cnn2-c2ccccc2)-c2c1c1ccccc1n2CC(O)CCl (configuration not stated)
i	0.63	-2.6	CC1CCCCN1C(=O)COC(=O)c1cc([N+](=O)[O-])ccc1N (configuration not stated)

(continued)
KCNQ2 block	Kir21 block	STK33 inh	compound
i	0.03	-2.2	Cc1ccc(S(=O)(=O)CC(=O)Nc2cc(C)on2)cc1
i	-0.5	-0.3	COc1ccc(NC(=O)c2c(NC(=O)CNCc3ccco3)sc3c2CCC3)cc1
i	-0.07	-1.6	Cc1ccccc1OCC(=O)Nc1nnc(-c2ccncc2)s1
i	-0.15	-1.1	CCC1C(=O)N=C(SCC(=O)Nc2ccccc2)NC1=O (configuration not stated)
i	0.37	0.8	Cc1ccc(S(=O)(=O)N(C)C)cc1NC(=S)NC1CCCC(C)C1C (configuration not stated)
i	0.08	-0.4	CCn1cc(C(=O)NCCCN2CC(C)CC(C)C2)c2cc(OC)c(OC)cc2c1=O (configuration not stated)
i	-0.74	-1.9	O=C(O)c1ccc2c(c1)C(=O)N(c1cccc(-c3nc4ccccc4s3)c1)C2=O
i	0.09	0.9	CCN(CC)CCOc1ccc(Br)cc1
i	-1.2	-1.4	O=[N+]([O-])c1ccc(N2CCOCC2)cc1SCc1ccco1
i	0.01	-0.5	N#CCC(=O)Nc1ccc(C(=O)NCCC(c2ccccc2)c2ccccc2)cc1
i	1.3	0.1	CCc1nnc(NC(=O)CSc2sc3c(O)cc(=O)[nH]c3c2C#N)s1
i	0.34	-1.1	CC(=O)Nc1ccc(NC(=O)c2ccccc2CC[N+](=O)[O-])cc1
i	0.06	x	CCOC(=O)CNC(=O)C1CCC(CNS(=O)(=O)c2cccc3nsnc23)CC1 (configuration not stated)
i	-0.39	-0.2	COc1ccc(C(c2sc3ncnn3c2O)N2CCN(c3ccccc3F)CC2)cc1OC (configuration not stated)
i	0.06	-1.1	COc1ccc(OC)c(N2C(N)=NC(N)=NC23CCCC3)c1

Printed as active in KCNQ2 block, of those listed so far:
KCNQ2 block	Kir21 block	STK33 inh	compound
-6.2*	-1.4	1.4	CCC1(C)Cc2ccccc2-c2c1c(=O)n(Cc1ccccc1)c1nnnn21 (configuration not stated)

(list continues)
KCNQ2 block	Kir21 block	STK33 inh	compound
i	-0.38	-1.1	Cc1ccc(C(=O)COC(=O)C(C)N2C(=O)C3C4CCC(C4)C3C2=O)cc1 (configuration not stated)
i	-1.4	-2.4	COC(=O)c1cc2sccc2n1CC(=O)Nc1ccc(OC)c(OC)c1OC
i	0.1	0.0	CC1CCN(C(=O)c2ccc(CSc3nc4ccncc4n3Cc3ccc(F)cc3)cc2)CC1
i	-0.64	-2.4	CC(=O)N1CCN=C1SCc1ccc(C(F)(F)F)cc1
i	-1.7	-0.3	Fc1ccccc1N1CCN(c2cnc3ccccc3n2)CC1
i	0	0.4	O=C(Cc1ccc(Cl)cc1)Nc1ccc2oc(-c3ccncc3)nc2c1
i	0.13	2.9	COc1ccc(C2C(C(=O)Nc3cccnc3)=C(C)Nc3nc(-c4ccco4)nn32)cc1 (configuration not stated)
i	0.92	-1.5	CCOC(=O)Nc1sc2nc(C)cc(C)c2c1-n1cccc1
i	1.5	-1.2	Cc1ccc(OCCNC(=O)CCNS(=O)(=O)c2ccc(C)cc2)cc1
i	0.37	0.7	CN1CCN(C(=O)CCc2nnc3ccc(N4CCC5(CC4)OCCO5)nn23)CC1
i	-0.98	-0.1	Cc1cccc(NC(=O)C2CCN(S(=O)(=O)c3ccc4c(c3)OCCCO4)CC2)n1
i	-0.42	0.3	O=C1OC(/C=C/c2ccc(Cl)cc2)=NC/1=C/c1ccco1
i	0.02	0.2	Cc1ccc(NC(=S)NCc2ccco2)c(C)c1
i	-0.65	0.3	O=C(Nc1cc(S(=O)(=O)N2CCCCC2)ccc1N1CCCCC1)C1CC1
i	0.28	-1.5	CNS(=O)(=O)c1cccc(C(=O)OCC(=O)Nc2ccccc2F)c1
i	-0.33	-1.3	COc1cc(NC(=S)N2CCCCC2C)c(OC)cc1Cl (configuration not stated)
i	-0.13	-1.0	CCc1cc2c(=O)c(-c3cnn(-c4ccccc4)c3)c(C)oc2cc1OCC(=O)Nc1ccc(F)c(F)c1
i	1.5	-1.0	Cc1c(CCC(=O)N[C@@H](CCCNC(N)=O)C(=O)O)c(=O)oc2cc3oc4c(c3cc12)CCCC4
i	-0.08	0.2	CCOc1ccc(CCNC(=O)CN(C)S(=O)(=O)c2cccs2)cc1OCC
i	2.5	0.0	OCOCCCn1c(C2CCCN2c2nc(-c3ccc(F)cc3)cs2)nc2cc(Cl)c(N3CCCCC3)cc21 (configuration not stated)
i	-0.14	-0.5	CC(=O)Nc1ccc(S(=O)(=O)NNC(=O)c2ccc(S(=O)(=O)N3CCCCC3)cc2)cc1
i	-0.52	-1.1	CCOc1ccc(NC(=S)N2CCN(S(=O)(=O)c3ccccc3)CC2)cc1
i	-0.2	0.2	COc1ccccc1NC(=O)C(=O)N(c1cccnc1)C(C(=O)NC(C)(C)C)c1ccccc1 (configuration not stated)
i	-0.16	-0.6	O=C(c1cccc(S(=O)(=O)N2CCCCC2)c1)N1CCN(S(=O)(=O)c2ccc(F)cc2)CC1
i	0.37	22	COc1cc(/C=N/Nc2cccc3cccnc23)cc(OC)c1O
i	0.44	0.1	COc1ccc(CCNC(=O)c2ccco2)cc1
i	0.05	-1.8	O=C(CCCn1c(=S)[nH]c2ccccc2c1=O)NCCSCc1ccccc1
i	0.03	0.9	Cc1ccc2oc(=O)c3cnn(CC(=O)N(Cc4ccco4)C4CCCCC4)c3c2c1
i	0	-0.8	O=C(c1ccccc1F)N1CCN(CC2CC3C=CC2C3)CC1 (configuration not stated)
i	-0.74	1.3	S=c1[nH]c2cc(Cl)c3cccnc3c2o1
i	0.38	1.6	Cc1ccc(C)c(N(C(=O)Cn2nnc3ccccc32)C(C(=O)NCc2ccco2)c2ccncc2)c1 (configuration not stated)
i	-1.1	-1.1	COC(=O)c1scc(C)c1N/N=C(\C)c1ccc(F)cc1F
i	-1.6	0.6	CC(=O)CSc1ncnc2nc[nH]c12
i	-0.04	-1.0	CCN(CC)C(=O)C1CCCN(Cc2ccc(OC)c(C)c2)C1 (configuration not stated)
i	-0.1	4.2	CCC1CCCCN1CCCNC(=O)C1CCC(=O)N1Cc1ccc(C)cc1 (configuration not stated)
i	-0.06	0.9	Cc1nnc(-c2ccc(Cl)cc2)nc1NCCN(C)C
i	-1.1	0.0	Cc1cc(NC(=O)c2ccc(COc3ccc(Cl)c(C)c3)o2)no1
i	0.56	-0.2	O=C(CCCCCN1C(=O)c2cccc3cccc(c23)C1=O)NCc1cccnc1
i	-0.25	-0.1	Cc1ccccc1-c1n[nH]c(=S)n1/N=C/C=C/c1ccco1
i	0.98	-0.4	COc1cc2nc(Cl)nc(N3CCOCC3)c2cc1OC
i	-1.4	-1.5	CCN(CC)S(=O)(=O)c1cc(NC(=O)CCCOc2ccc(C(C)=O)cc2)ccc1C
i	-1.9	0.2	CC1(C)CC(N(Cc2cccs2)C(=O)c2ccco2)CCO1 (configuration not stated)
i	0	-1.6	Cn1cc(Br)c(NS(=O)(=O)c2ccc(Cl)s2)n1
i	0.66	-1.2	O=C(O)/C=C/C(=O)Nc1ccc(-n2nccc2C(F)(F)F)cc1
i	-0.01	-0.1	O=C(NCc1cccnc1)C1CCN(S(=O)(=O)c2cc(Cl)ccc2Cl)CC1
i	0.21	-1.5	CN(c1cccc(NC(=O)CN(c2ccc(C34CC5CC(CC(C5)C3)C4)cc2)S(C)(=O)=O)c1)S(C)(=O)=O
i	1.2	-0.4	O=C(COC(=O)C1CC(O)CN1C(=O)Oc1ccccc1)c1ccc(Br)cc1 (configuration not stated)
i	0.29	-2.0	COc1cc2c(cc1OC)C(c1ccc([N+](=O)[O-])cc1)N(C(C)=O)CC2 (configuration not stated)
